Screens deposited in PubChem BioAssay by several laboratories.
SR-BI uptake up = SR-BI HDL lipid transfer activation. CHO ldlA[mSR-BI] cells, DiI-HDL uptake fluorescence, 3 h; 100 = double the neutral-control signal. activation, % at 12.5 µM. 320,000 compounds, 0.096% hits. AID 504775;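 active means mean replicate activation of at least 60% and every replicate at or above 60%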;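 further: 0% = median plate neutral-control signal and 100% = twice that signal; values of inactives mirror those of a sister screen read the other way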
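Assay system: CHO ldlA[mSR-BI] cells, LDL receptor-null, SR-BI overexpressing; medium: Ham's F12 with 0.5% BSA, HEPES 25 mM, pH 7.4; also added: DiI-HDL 10 µg/mL; timing: 3 h uptake period with compound, 37 °C; signal: DiI fluorescence, bottom read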
Tat export inh = E. coli Tat transport inhibition | E. coli MC4100 TorA-mCherry Tat export, fluorescence | inhibition, % at 10 µM | 340,000 compounds, 0.036% hits | AID 488895;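 active means mean replicate inhibition at least 50% and at least half of replicates individually reaching 50%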;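 further: exported cargo escapes ClpAP degradation while cytoplasmic cargo is degraded and loses fluorescence; 0% = median of neutral control wells and 100% = median of NaSCN control wells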
AddAB inh = less growth of phage-infected E. coli with AddAB | AID 435030 | E. coli expressing H. pylori AddAB, absorbance growth | inhibition, % at 11.9 µM | 330,000 compounds, 0.29% hits; in the data active means inhibition above about 12%;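 further: 0% = vehicle wells of infected cells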
Wnt bcat act = Wnt/beta-catenin pathway activation | activation, % at 9.35 µM | Wnt/beta-catenin reporter cell assay, activator, plate reader | AID 743398 | 300,000 compounds, 1.2% hits; in the data active means activation above about 30%, passing the limit was not always enough;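 further: 0% = neutral control wells and 100% = positive control wells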
Ecoli viability = reduces bacterial viability in AddAB counter-screen; inhibition, % at 11.9 µM; 330,000 compounds, 0.27% hits; E. coli V3065 growth, OD600 absorbance, 18 h;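 active means inhibition above the campaign's mean inhibition across all tested compounds plus 3 SD, cut at about 9.9% in these data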;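 further: uninfected addAB+ strain grown without phage in ampicillin broth; 0% = DMSO wells and 100% = ciprofloxacin 0.95 µg/ml wells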
CAL PDZ FP-1 = human CAL PDZ-peptide interaction inhibition | 330,000 compounds, 0.02% hits | purified CAL PDZ, TMR-peptide fluorescence polarization, 1 h | AID 504414 | inhibition, % at 20 µM;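 active means highest replicate inhibition of at least 40%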;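 further: plate controls were DMSO neutral control wells for no effect and unlabeled competitor peptide control wells for full effect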
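Material: tagged CAL PDZ domain; buffer or medium: 25 mM sodium phosphate pH 7.4, 150 mM NaCl, TCEP, IgG, Thesit; compound dosing: single point, 20 µM; schedule: 1 h incubation at room temperature before polarization reading; measured by: FP readout, S and P plane fluorescence; read-out basis: percent inhibition from loss of millipolarization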
phage Ecoli inh = E. coli growth loss with phage present | growth absorbance | 360,000 compounds, 0.26% hits | inhibition, % at 11.9 µM; in the data active means inhibition above about 11%
CAL PDZ FP-2 = inhibitors of human CAL PDZ peptide binding | 300,000 compounds, 0.92% hits | purified CAL PDZ, TMR-peptide fluorescence polarization, 1 h | AID 602252 | inhibition, % at 24.9 µM | Q9HD26;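 active means mean inhibition of at least 30% with at least half of replicates also reaching 30%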;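 further: 0% = DMSO neutral control and 100% = excess unlabeled competitor peptide PRC23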
SR-BI HDL uptake = mouse SR-BI HDL lipid transfer inhibition | Q61009 | ldlA[mSR-BI] CHO cells, DiI-HDL uptake fluorescence, 3 h | inhibition, % at 12.5 µM | 320,000 compounds, 0.96% hits;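 active means mean replicate inhibition of at least 70% and a set share of replicates each scoring 70 or more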;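 further: 0% = median of neutral control wells and 100% = median of positive control wells; values of inactives mirror those of a sister screen read the other way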
Target sequence (Q61009 whole entry, looked up): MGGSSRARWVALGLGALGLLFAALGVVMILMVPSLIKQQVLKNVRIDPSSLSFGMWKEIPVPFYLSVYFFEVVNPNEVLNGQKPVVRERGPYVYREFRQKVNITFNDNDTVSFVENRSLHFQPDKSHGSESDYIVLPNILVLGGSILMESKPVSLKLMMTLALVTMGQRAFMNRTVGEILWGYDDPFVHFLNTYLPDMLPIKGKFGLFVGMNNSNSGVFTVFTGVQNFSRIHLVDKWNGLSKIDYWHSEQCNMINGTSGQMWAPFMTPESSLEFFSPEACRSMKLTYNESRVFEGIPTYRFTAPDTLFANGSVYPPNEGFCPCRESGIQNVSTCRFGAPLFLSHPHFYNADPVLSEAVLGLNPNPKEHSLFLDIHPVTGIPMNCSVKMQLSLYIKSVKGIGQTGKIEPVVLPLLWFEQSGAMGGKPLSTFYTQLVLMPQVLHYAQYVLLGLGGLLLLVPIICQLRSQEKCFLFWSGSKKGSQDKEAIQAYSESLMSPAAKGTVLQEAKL
MITF act = activators of MITF-driven TRPM1 promoter activity in SK-MEL-5 cells; SK-MEL-5 TRPM1-promoter luciferase, 24 h; % of positive control, neutral wells = 0; activation, % at 12.5 µM; 300,000 compounds, 0.75% hits;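 active means mean activation of at least 80% with every replicate also reaching 80%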;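 further: 0% = neutral control wells and 100% = parthenolide positive control wells; values of inactives mirror those of a sister screen read the other way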
* marks the source's active call; other numbers are inactive results; / = no result given.

SMILES | SR-BI uptake up | Tat export inh | AddAB inh | Wnt bcat act | Ecoli viability | CAL PDZ FP-1 | phage Ecoli inh | CAL PDZ FP-2 | SR-BI HDL uptake | MITF act
Cc1ccc(C)c(N2CCN(C(=O)c3ccc(CS(=O)Cc4cccc(Cl)c4)o3)CC2)c1 (centres undefined) | 8 | 16 | 6.0 | 1 | 0.0 | -2.3 | 0.6 | -2 | -8 | -12
Cc1nc(NCCc2ccccc2)c2nnn(Cc3ccccc3)c2n1 | 3 | 3 | -0.1 | 1 | -2.2 | -1.4 | 3.6 | -4 | -3 | /
O=c1oc2cc(O)ccc2cc1-c1nc2c(s1)CCc1ccccc1-2 | 3 | -5 | -0.3 | / | -1.5 | -1.7 | 2.1 | -3 | -3 | -5
O=C(NCc1ccccc1)c1ccc(Cl)c(S(=O)(=O)N2CCCC2)c1 | / | 2 | -1.5 | 0 | -1.5 | -2.3 | 3.7 | -4 | -8 | -3
COC(OC)c1ccnc(-c2ccc(OC(=O)c3ccc(F)cc3)cc2)n1 | -11 | 3 | 2.9 | 1 | 1.8 | -1.2 | 2.6 | / | 11 | 8
O=C(N/C(=C/c1cccc([N+](=O)[O-])c1)C(=O)N1CCCCC1)c1cccs1 | 15 | 0 | 2.3 | -9 | -1.5 | -0.4 | 2.3 | -1 | -15 | -18
CCOc1ccc(/C=N/NC(=S)NC2CC3CCC2C3)cc1 (centres undefined) | -5 | -2 | 8.3 | 2 | -1.7 | 0.9 | 1.2 | / | 5 | /
CCN1CCN(c2oc(-c3ccco3)nc2C#N)CC1 | / | / | -2.2 | 5 | -1.5 | / | 0.8 | / | / | /
Cc1no[n+]([O-])c1COc1ccc(/C=C(\C#N)C(N)=O)cc1 | -14 | 2 | 0.8 | -4 | -1.1 | -1.7 | 3.2 | -3 | 14 | 4
CC(C)c1ccc(OCC(O)Cn2cnc3ccccc32)cc1 (centres undefined) | -6 | -5 | 0.8 | / | 0.5 | 0.6 | 1.4 | -2 | 6 | 11
COc1ccc(N2CCN(S(=O)(=O)CCNC(=O)/C=C/c3ccc4c(c3)OCO4)CC2)cc1 | -23 | 9 | -1.2 | 1 | -0.5 | -0.5 | -0.7 | / | 23 | 1
COc1ccc(NC(=O)c2ccc3c(=O)n(-c4ccc(OC)cc4OC)c(=S)[nH]c3c2)c(OC)c1 | -63 | -1 | 0.8 | 0 | -1.2 | -3.1 | -0.3 | -9 | 63 | -11
O=C(Nc1cccc(C(=O)O)c1)/C(=C\c1ccccc1)NC(=O)c1ccccc1Cl | 19 | -4 | -0.2 | -1 | -1.1 | -1.8 | 2.0 | 7 | -19 | -6
CC(C)COc1cccc(C(=O)NNC(=O)C2COc3ccccc3O2)c1 (centres undefined) | 7 | -4 | -0.1 | 1 | 0.1 | -2.4 | 0.7 | 0 | -7 | 6
COc1c(Cl)cc(C(=O)Nc2ccccc2C(=O)O)cc1Cl | 23 | 1 | 2.8 | / | 1.2 | -3.1 | -0.3 | -5 | -23 | -9
CCOc1ccc(-n2c(SCC(=O)OC)nc3sc4c(c3c2=O)CCN(C)C4)cc1 | -1 | 2 | / | 0 | / | -0.9 | 0.2 | 3 | 1 | -4
CC1CCC(N(CCCN)Cc2ccco2)CC1C (centres undefined) | 16 | 7 | 1.0 | 0 | -0.7 | 1.1 | 0.5 | -3 | -16 | 12
N#Cc1c(-c2ccccc2)nc(SCc2ccc(Cl)cc2)[nH]c1=O | -6 | 15 | -0.6 | 3 | 0.9 | -1.2 | 3.0 | -4 | 6 | 11
O=C(N/N=C/c1cccc2ccccc12)c1cc(C2CC2)[nH]n1 | / | -5 | 4.5 | 16 | -0.8 | -4.1 | 2.4 | -3 | 38 | 56
COc1ccc(NC(=O)c2cccnc2)cc1OCC(C)C | 5 | 0 | 4.2 | 1 | 0.1 | 0.1 | 0.9 | -7 | -5 | /
O=C1C2C3C=CC(CC3)C2C(=O)N1c1ccc(F)cc1 (centres undefined) | 5 | -6 | -0.3 | -1 | 1.8 | -1.5 | 4.3 | 11 | -5 | 8
O=C(CSc1nnc(-c2cccc(S(=O)(=O)N3CCCC3)c2)n1-c1ccccc1)Nc1ccc(C(=O)O)cc1 | -11 | -2 | -0.9 | -1 | 2.5 | -1.2 | 2.1 | / | 11 | -9
CCN(CC)c1ccc(C=C2C(=O)OC(C)(C(C)(C)C)OC2=O)cc1 (centres undefined) | 4 | -4 | 0.7 | 0 | -1.6 | 0.9 | 1.8 | -1 | -4 | 21
CCCNC(=S)N1CCC(C(=O)c2ccc(OC)cc2)CC1 | -17 | 14 | -2.4 | -6 | -0.7 | -2.0 | 5.1 | 0 | 17 | -11
COC(=O)[C@]1(Cc2ccccc2)N[C@H](CN(C)C(=O)Nc2ccc(Cl)cc2)[C@@H]2C(=O)N(C)C(=O)[C@@H]21 | 23 | 13 | 3.0 | 0 | -1.6 | -0.8 | 3.7 | -3 | -23 | -1
O=C(c1ccco1)N1CCN(C(=S)Nc2ccc(F)cc2)CC1 | 10 | 1 | -1.0 | 1 | 0.2 | -0.5 | -0.4 | 3 | -10 | -7
Cc1nn(-c2ccccc2)c(C)c1NC(=O)COC(=O)/C=C/c1ccccc1 | 21 | 8 | -2.2 | -2 | -0.8 | -2.0 | -1.6 | -4 | -21 | 6
N#CCNC1CC(=O)N(c2ccccc2)C1=O (centres undefined) | 39 | -2 | 3.7 | 9 | 1.6 | -0.1 | 1.8 | -5 | -39 | 2
Cc1ccc(/C=N/N2CCN(c3ccncc3S(=O)(=O)N3CCCCC3)CC2)cc1 | 0 | 7 | 1.8 | -1 | -1.4 | -0.1 | 0.9 | 1 | 0 | /
O=C(O)CCCCCCCCc1cn(CCc2c[nH]c3ccccc23)nn1 | 19 | -2 | 4.1 | 0 | -1.2 | 0.5 | 2.3 | 0 | -19 | 8
O=C(CSc1nc2ccccc2o1)N/N=C/c1ccccc1 | 21 | -8 | 0.0 | / | 1.0 | -1.2 | 3.0 | -2 | -21 | 56
Cc1cc(C)cc(NC(=O)C2CCCN2S(=O)(=O)c2cccc3cccnc23)c1 (centres undefined) | -5 | 1 | 1.8 | -2 | -2.5 | -1.7 | 2.7 | 0 | 5 | -9
O=C(Nc1ccc(F)cc1)C1CC2CCC1C2 (centres undefined) | 16 | -5 | 3.3 | -2 | 1.2 | -0.3 | 4.1 | / | -16 | /
CC1CCCC(C)N1C(=O)COC(=O)CCC1CCCC1 (centres undefined) | 10 | 1 | -0.2 | 0 | -0.4 | -0.9 | -0.2 | -2 | -10 | 3
NS(=O)(=O)c1ccc(NS(=O)(=O)c2cccs2)cc1 | 12 | -3 | 2.8 | 1 | 2.2 | -1.6 | 2.5 | -1 | -12 | 3
Cc1cc(C(=O)CSc2nnc(-c3ccccc3)o2)c(C)n1CC1COc2ccccc2O1 (centres undefined) | -29 | 1 | -1.7 | / | 0.0 | 0.0 | 2.7 | -3 | 29 | -6
CCN(CC)CCNC(=O)C(=O)NCC1OCCN1S(=O)(=O)c1ccc2c(c1)OCCO2 (centres undefined) | 14 | 8 | -0.5 | 0 | 1.1 | -4.2 | 3.9 | -4 | -14 | -1
Cc1cc(C)cc(N(CC(=O)NCc2cccnc2)S(C)(=O)=O)c1 | -6 | 5 | -0.3 | / | -2.4 | -2.7 | 3.7 | -2 | 6 | -4
CC(=O)Nc1ccc(NC(=O)c2c(C)nn(Cc3ccccc3)c2Cl)cc1 | -9 | -5 | 1.1 | -1 | -4.0 | -0.6 | 0.1 | -5 | 9 | -1
Cc1ccc(-n2nc3c(=O)n(CCCC(=O)NCC(C)c4ccccc4)nc(C)c3c2C)cc1 (centres undefined) | -28 | 1 | 1.8 | -5 | -0.2 | -2.9 | -1.2 | 0 | 28 | -24

Whole records, looked up by structure:
Cc1ccc(/C=N/N2CCN(c3ccncc3S(=O)(=O)N3CCCCC3)CC2)cc1 is listed as SR-BI uptake up: 0; Tat export inh: 7; AddAB inh: 1.8; Wnt bcat act: -1; Ecoli viability: -1.4; CAL PDZ FP-1: -0.1; phage Ecoli inh: 0.9; CAL PDZ FP-2: 1; SR-BI HDL uptake: 0; MITF act: /
O=C1C2C3C=CC(CC3)C2C(=O)N1c1ccc(F)cc1 (centres undefined) is listed as SR-BI uptake up: 5; Tat export inh: -6; AddAB inh: -0.3; Wnt bcat act: -1; Ecoli viability: 1.8; CAL PDZ FP-1: -1.5; phage Ecoli inh: 4.3; CAL PDZ FP-2: 11; SR-BI HDL uptake: -5; MITF act: 8

(list continues)
SMILES | SR-BI uptake up | Tat export inh | AddAB inh | Wnt bcat act | Ecoli viability | CAL PDZ FP-1 | phage Ecoli inh | CAL PDZ FP-2 | SR-BI HDL uptake | MITF act
COc1ccc(N2CC(C(=O)Nc3ccc(S(=O)(=O)N4CCOCC4)cc3)CC2=O)cc1 (centres undefined) | 3 | 1 | 3.3 | 0 | 1.2 | -1.1 | 3.4 | 0 | -3 | 15
Cc1nc(-c2ccc(O)c(O)c2)cs1 | 24 | 4 | 0.3 | / | 0.9 | 0.2 | 0.8 | -5 | -24 | 5
COc1ccc(C(=O)C2CCN(C(=O)c3ccc(C)cc3)CC2)cc1 | -9 | 15 | 3.1 | -3 | -1.1 | 0.0 | 3.2 | -2 | 9 | -26
Cc1[nH]nc(SCC(=O)N2CCOCC2)c1[N+](=O)[O-] | 13 | 0 | 0.2 | 2 | -1.1 | 0.7 | -0.3 | -5 | -13 | -3
O=C(CSCC(=O)NN=Cc1ccccc1O)NN=Cc1ccccc1O | 4 | 3 | / | 0 | / | -0.4 | -2.6 | / | -4 | -7
COc1ccc2[nH]c(=O)c(CN(CCO)C(=O)NCc3ccccc3)cc2c1 | 33 | -11 | 0.1 | / | 0.0 | -0.1 | -0.8 | -5 | -33 | 3
O=c1cc(Cn2nnc(-c3ccc(Cl)cc3)n2)nc2sccn12 | -6 | -5 | -0.9 | 3 | -0.3 | / | 3.2 | -4 | 6 | /
Cn1c(-c2ccc(F)cc2)cnc1NCc1cccc(F)c1 | 12 | 2 | -0.7 | 7 | -2.9 | -2.8 | 4.3 | -3 | -12 | /
CC1(C)CC(=O)C=C(Nc2ccccc2O)C1 | 21 | -1 | -3.5 | / | -0.3 | 0.2 | 3.3 | -3 | -21 | -12
C=CCN(C(=O)C1CC(=O)N(C2CCCC2)C1)c1nc(-c2ccc(S(C)(=O)=O)cc2)cs1 (centres undefined) | -16 | 16 | 3.3 | 15 | 1.2 | -2.7 | 0.9 | -6 | 16 | 46
CCOc1ccc(Cc2nc(C)c(CC(=O)N3CCOCC3)c(=O)[nH]2)cc1 | 25 | -6 | 1.5 | / | 3.5 | / | 1.4 | 0 | -25 | 7
CN1CCC(=NNC(=O)CN(c2cccc(Br)c2)S(C)(=O)=O)CC1 | 4 | -11 | -0.9 | -4 | -1.1 | -2.1 | 2.6 | -8 | -4 | 7
O=S(=O)(c1cccc(-c2nnc(SCc3nc4ccccc4s3)o2)c1)N1CCOCC1 | 3 | 3 | -1.4 | / | -0.9 | -4.4 | 0.6 | -1 | -3 | 25
COc1ccc(C(=O)NNC(=O)CCC(=O)Nc2ccc(C)cc2C)cc1 | -6 | -3 | 2.2 | -5 | -1.4 | -0.6 | 1.1 | -7 | 6 | -7

Compounds as they come; any-hit rate near 3.6%.
